Mcl-1 Bim block: inhibitors of Bim peptide binding to Mcl-1, primary screen, biochemical, bead-based flow cytometry, multiplex; Induced myeloid leukemia cell differentiation protein Mcl-1 (Homo sapiens), Q07820; Bim peptide-Mcl-1 binding; inhibition, % at 10 µM; 190,000 tested, 0.1% active; AID 1009, 2008; in the data active = inhibition above about 40%;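 note: 0% = no compound tracer wells and 100% = peptide blocker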
Target sequence (Q07820 whole entry, looked up): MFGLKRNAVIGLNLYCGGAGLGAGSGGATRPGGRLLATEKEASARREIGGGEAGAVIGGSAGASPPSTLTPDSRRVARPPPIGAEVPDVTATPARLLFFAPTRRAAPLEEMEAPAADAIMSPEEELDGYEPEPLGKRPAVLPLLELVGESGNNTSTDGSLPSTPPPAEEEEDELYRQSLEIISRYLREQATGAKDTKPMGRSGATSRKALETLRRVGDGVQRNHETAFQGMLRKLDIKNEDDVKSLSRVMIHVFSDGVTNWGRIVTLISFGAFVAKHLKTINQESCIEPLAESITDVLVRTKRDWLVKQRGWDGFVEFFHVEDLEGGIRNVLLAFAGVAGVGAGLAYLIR
Mcl1 Noxa PPI: Mcl-1/Noxa binding inhibitors, primary screen, biochemical, TR-FRET, 1536-well. Induced myeloid leukemia cell differentiation protein Mcl-1 (Homo sapiens), Q07820. TR-FRET Mcl-1/Noxa peptide binding, 2 h. inhibition, % at 21.7 µM. 220,000 tested, 1.5% active. AID 1022, 2008;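 active = compounds that cut the protein-peptide binding signal by more than 50% relative to plate controls in a single-dose test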;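 note: His-tagged Mcl-1 with rhodamine Noxa BH3 peptide and terbium anti-His antibody; 0% = Mcl-1 plus Noxa peptide wells and 100% = peptide-only wells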
Pf gamet viab: late stage P. falciparum gametocyte viability inhibitors, primary screen, ATP luminescence, HTS; 150,000 tested, 0.065% active; inhibition, % at 10.9 µM; AID 743093, 2013; P. falciparum stage V gametocytes, 24 h;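 active = inhibition above the mean plus 3 SD of compounds within the control limits, set per campaign, cut at about 38% in these data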;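 note: 0% = DMSO wells and 100% = medium only without gametocytes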
ABCG2 block: ABCG2 efflux pump inhibitors, primary screen, multiplex with ABCB1, IgMXP3 cells, flow cytometry. Broad substrate specificity ATP-binding cassette transporter ABCG2 (Homo sapiens), Q9UNQ0. JC-1 efflux. inhibition, % at 6.6 µM. 190,000 tested, 0.1% active. AID 1325, 2008;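 active = inhibition above 80%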;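 note: 0% = DMSO and 100% = nicardipine control wells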
Target sequence (Q9UNQ0 whole entry, looked up): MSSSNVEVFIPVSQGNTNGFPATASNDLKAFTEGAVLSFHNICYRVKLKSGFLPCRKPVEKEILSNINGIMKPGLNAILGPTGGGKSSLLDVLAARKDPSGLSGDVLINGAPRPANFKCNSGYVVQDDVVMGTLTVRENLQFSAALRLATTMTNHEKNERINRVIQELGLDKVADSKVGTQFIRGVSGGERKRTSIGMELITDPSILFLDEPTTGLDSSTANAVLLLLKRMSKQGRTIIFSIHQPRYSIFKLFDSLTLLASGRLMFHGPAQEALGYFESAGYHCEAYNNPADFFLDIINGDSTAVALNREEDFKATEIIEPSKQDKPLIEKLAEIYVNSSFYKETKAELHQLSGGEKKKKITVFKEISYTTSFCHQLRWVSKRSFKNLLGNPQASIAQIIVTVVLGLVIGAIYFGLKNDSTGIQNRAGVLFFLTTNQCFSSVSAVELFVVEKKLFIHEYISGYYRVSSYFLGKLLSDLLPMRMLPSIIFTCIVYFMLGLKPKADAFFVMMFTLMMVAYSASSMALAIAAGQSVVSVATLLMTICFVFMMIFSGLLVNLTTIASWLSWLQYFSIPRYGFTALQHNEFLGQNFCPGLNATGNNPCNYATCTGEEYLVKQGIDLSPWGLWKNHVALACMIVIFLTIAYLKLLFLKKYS
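Test system: IgMXP3 cells (ABCG2) mixed with DDAO far-red-labelled CCRF-Adr cells (ABCB1). Reagent: JC-1 transporter substrate. Compound dosing: single test compound dose, 6.6 µM final. Times: 10 min compound exposure, 25 °C. Detection: flow cytometry of retained JC-1 fluorescence. Read-out basis: efflux inhibition in percent versus controls. Controls: nicardipine and DMSO wells.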
Mcl1 Bid PPI: Mcl-1/Bid binding inhibitors, primary screen, biochemical, TR-FRET, 1536-well. TR-FRET Mcl-1/Bid-Dy647 peptide binding. inhibition, % at 21.7 µM. 220,000 tested, 0.97% active. AID 1021, 2008;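 active = compounds that cut the binding signal by more than half at the single screening dose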;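 note: His-tagged Mcl-1 with europium anti-His antibody binding Bid BH3 peptide; 0% = Mcl-1 plus peptide wells and 100% = peptide-only wells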
RGS4-Gao reg: modulators of RGS4 binding to Galphao, primary screen, biochemical, multiplexed bead flow cytometry. 220,000 tested, 0.33% active. Guanine nucleotide-binding protein G(o) subunit alpha (Homo sapiens), P09471. actives lie on both sides. binding response (% of control), % at 10 µM; in the data active = binding response below about 49% or above about 150%; inactive = in between;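 note: fluorescent Galphao activated with aluminum fluoride binding bead-coupled RGS4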
RGS7-Gao: RGS7-Galphao binding modulators, primary screen, biochemical, multiplexed bead flow cytometry; actives lie on both sides; 220,000 tested, 0.35% active; Guanine nucleotide-binding protein G(o) subunit alpha (Homo sapiens), P09471; binding response (% of control), % at 10 µM; in the data active = binding response below about 49% or above about 150%; inconclusive = no clear call, values can overlap the other calls; inactive = in between;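 note: fluorescent Galphao held in activated GDP-AlF4 state binding bead-coupled RGS7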
RGS8-Gao reg: RGS8-Galphao binding modulators, primary screen, biochemical, multiplexed bead flow cytometry; 220,000 tested, 0.34% active; response (percent of control binding), % at 10 µM; AID 1423, 2008; actives lie on both sides; Guanine nucleotide-binding protein G(o) subunit alpha (Homo sapiens), P09471; in the data active = response below about 60% or above about 140%; inactive = in between;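 note: Galphao activated as the GDP aluminium fluoride complex binding bead-coupled RGS8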
ABCB1 block: ABCB1 efflux pump inhibitors, primary screen, cell-based, multiplex, flow cytometry, ABCG2 counter-screen; ATP-dependent translocase ABCB1 (Homo sapiens), P08183; CCRF-Adr cells, JC-1 efflux; inhibition, % at 6.6 µM; 190,000 tested, 0.067% active; AID 1326, 2008; in the data active = inhibition above about 40%;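 note: 0% = vehicle and 100% = reference inhibitor; higher value means more JC-1 retained so stronger ABCB1 efflux block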
Avidin fluor: green autofluorescence of compounds with avidin beads – biophysical, 488/530 nm, flow cytometry, artefact control, profiling panel; compound fluorescence 488/530 nm; stronger effect = higher value; 220,000 tested, 0.38% active; fluorescence (KMESF) at 10 µM; in the data active = fluorescence above about 47; note: inactives centre near 10
GSH bead fluor: compound fluorescence on glutathione beads, profiling panel, artefact control, biophysical, 488/530 nm, flow cytometry; AID 1776, 2009; GSH beads flow cytometry, compound fluorescence 488/530 nm; stronger effect = higher value; 190,000 tested, 0.25% active; fluorescence (KMESF) at 10 µM; in the data active = fluorescence above about 89;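 note: glutathione beads carrying GST-tagged Bcl family fusion proteins plus one bare bead set; values are compound well signal with DMSO vehicle wells as background; inactives centre near 16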
Numbers without * were called inactive; u = inconclusive; x = no result given.

SMILES	Mcl1 Noxa PPI	Avidin fluor	ABCG2 block	RGS7-Gao	Mcl1 Bid PPI	RGS4-Gao reg	ABCB1 block	RGS8-Gao reg	GSH bead fluor	Pf gamet viab	Mcl-1 Bim block
CC(C)Sc1nc2sc(-c3ccccc3)cc2c(=O)n1N	1	22	0	91	-22	96	0.1	95	21	x	1
COc1nc(C)nc(NC(=O)NS(=O)(=O)c2ccc(C)cc2)n1	65*	12	3	102	-12	100	1.0	101	24	x	-5
COc1ccc(C(=O)Nc2cccc(C(=O)NCc3ccco3)c2)cc1	8	8	1	97	-24	101	-0.4	103	9	16	-1
O=[N+]([O-])c1ccc(N=NNc2ccccc2)cc1	15	10	49	101	2	97	1.1	98	12	x	0
CCn1c(=O)cc(SCC(=O)NCc2ccc3c(c2)OCO3)c2ccccc21	23	14	3	108	0	107	0.8	104	12	x	1
CCN(CC)Cc1c(O)ccc2c(=O)c(Oc3ccccc3OC)coc12	-1	11	-6	103	-9	106	-0.9	102	33	x	-3
Cc1ccc(S(=O)(=O)N(C)c2ccc(OCC(=O)NCc3ccco3)cc2)cc1	5	7	1	91	-12	92	0.2	98	5	-7	1
CCCNC(=S)Nc1ccc(Nc2ccccc2)cc1	-5	27	-1	100	-35	101	-0.1	100	18	-27	-1
O=C(N/N=C\c1ccc(-c2cccc(Cl)c2)o1)C(=O)NC1CCCC1	6	11	6	99	-2	102	0.5	104	25	-39	2
CSc1nn(-c2ccc(C(=O)OCC(=O)NC(=O)NC(C)C)cc2)c(=S)s1	-6	0	-1	94	2	93	-0.3	86	5	-4	-7
Cc1cc2ccccc2nc1SCC(=O)Nc1nc(-c2ccccc2)cs1	7	34	1	99	-1	102	0.2	107	8	x	-2
Clc1ccc(-c2csc(N/N=C/c3ccc4c(c3)OCO4)n2)cc1	42	15	-7	97	-13	99	-0.7	103	16	-3	-5
COc1ccccc1NS(=O)(=O)c1cc(NC(=O)C2CCC2)ccc1N1CCCCC1	-8	4	x	u	-4	102	x	93	x	27	x
COC(=O)c1cc(OC)c(OC)cc1NC(=S)N1CCCC(CO)C1 (stereo not given)	-13	14	6	101	-41	99	1.4	100	23	-7	-4
Cc1ccn2c(C(=O)N/N=C/c3ccc(CNC(=O)C(=O)Nc4ccc(C)c(C)c4)o3)c(C)nc2c1	39	9	0	108	-1	90	0.2	100	14	x	5
S=c1[nH]cnc2scc(-c3ccc(Br)cc3)c12	-24	10	-1	97	-86	97	-0.6	96	12	-9	-5
Nc1c(-c2cccc([N+](=O)[O-])c2)nc2ccccn12	28	4	3	97	36	113	0.3	104	18	x	-3
COc1cc(OC)c(C2C(C(=O)N3CCOCC3)=C(C)NC3=C2C(=O)CC(C)(C)C3)cc1OC (stereo not given)	-13	10	1	105	-72	110	0.5	103	7	1	-4
CC(C)N1CCN(Cc2ccncc2)CC1CCO (stereo not given)	-1	2	0	96	-19	99	0.2	103	8	-23	-2
COC(=O)[C@@H]1C[C@@]2(O)[C@H](O)[C@H](O)[C@H](O)C[C@H]2N1CC(c1ccccc1)c1ccccc1	-11	10	x	u	-39	89	x	95	x	-31	x
CC(=O)C(Sc1nccc(-c2cccs2)n1)C(C)=O	13	25	1	112	-29	109	0.3	111	12	-17	-1
Cc1ccc(S(=O)(=O)N(CC(=O)N(C)C)c2cccc([N+](=O)[O-])c2)cc1	2	13	7	u	6	100	0.9	101	14	x	0
CCOC(=O)c1c(C)oc2ccc(OC(=O)c3cccs3)cc12	-6	3	11	103	3	106	0.3	104	24	4	-2
Cn1c(=O)c(C(=O)CCl)c(N)n(CC2CC2)c1=O	18	10	8	99	-2	98	1.1	102	18	x	-1
CCOC(=O)CC(=O)CSc1nnc2c(n1)[nH]c1ccccc12	14	7	2	99	-55	104	0.2	103	23	0	0
COc1cc2c(C(=O)NCc3ccc4c(c3)OCO4)cn(C)c(=O)c2cc1OC	-2	12	1	99	-18	100	0.1	100	24	x	-3
COc1ccccc1NCC(=O)N/N=C(\C)c1cccs1	14	8	12	100	-50	101	1.2	101	24	-17	0
N/C(=N\OC(=O)c1cnn(-c2ccccc2)c1C(F)(F)F)c1ccc(C(F)(F)F)cc1	-21	3	x	u	-10	102	x	102	x	16	x
O=C(C(=C1NCCN1)n1cncn1)c1ccccc1	13	13	3	104	-2	103	-0.6	103	25	-21	-4
CCN(CC)CCN1CCn2c3c(c4cc(C)ccc42)CCCC31 (stereo not given)	35	9	6	117	-6	114	0.6	113	12	x	-4

In the list so far, these have a thiophene ring, fused or not:
SMILES	Mcl1 Noxa PPI	Avidin fluor	ABCG2 block	RGS7-Gao	Mcl1 Bid PPI	RGS4-Gao reg	ABCB1 block	RGS8-Gao reg	GSH bead fluor	Pf gamet viab	Mcl-1 Bim block
CC(C)Sc1nc2sc(-c3ccccc3)cc2c(=O)n1N	1	22	0	91	-22	96	0.1	95	21	x	1
S=c1[nH]cnc2scc(-c3ccc(Br)cc3)c12	-24	10	-1	97	-86	97	-0.6	96	12	-9	-5
CC(=O)C(Sc1nccc(-c2cccs2)n1)C(C)=O	13	25	1	112	-29	109	0.3	111	12	-17	-1
CCOC(=O)c1c(C)oc2ccc(OC(=O)c3cccs3)cc12	-6	3	11	103	3	106	0.3	104	24	4	-2
COc1ccccc1NCC(=O)N/N=C(\C)c1cccs1	14	8	12	100	-50	101	1.2	101	24	-17	0

Remaining list, next part.
SMILES	Mcl1 Noxa PPI	Avidin fluor	ABCG2 block	RGS7-Gao	Mcl1 Bid PPI	RGS4-Gao reg	ABCB1 block	RGS8-Gao reg	GSH bead fluor	Pf gamet viab	Mcl-1 Bim block
CCCCn1c(=O)[nH]c(=O)c2c1nc(COc1ccc(C#N)cc1)n2CCC	-4	11	1	109	7	116	1.4	101	39	x	1
O=C(Nc1cccc(C(F)(F)F)c1)C1CCCCC1	20	8	5	92	2	97	0.2	95	11	4	-1
Cc1nc2ccc(S(=O)(=O)NC(C(=O)N3CCC(C)CC3)C(C)C)cc2s1 (stereo not given)	1	4	0	114	-8	108	0.5	96	23	x	-4
O=C(NC1CCS(=O)(=O)C1)c1ccc(-c2ccc(Br)cc2)o1 (stereo not given)	12	38	0	99	8	98	0.0	97	12	x	-3
COc1ccccc1N1CCN(Cc2cc(=O)n3ccsc3n2)CC1	-14	38	2	111	-11	109	0.5	108	12	x	-1
CCC(=O)NC(c1cccc([N+](=O)[O-])c1)c1c(O)ccc2ccccc12 (stereo not given)	0	9	0	106	-16	103	-0.2	102	8	-18	-5
C/C(Cl)=C\CNC(C)c1ccccc1 (stereo not given)	3	11	-1	94	-11	95	-0.5	98	10	7	0
CCCCSc1nnc(-c2c[nH]c3ccccc23)n1C	17	15	1	114	-4	102	0.2	103	18	x	0
O=C(c1ccc(N2C(=O)C3CCCCC3C2=O)cc1)N1CCCCC1 (stereo not given)	8	13	2	95	-18	96	0.4	101	4	x	-2
CCOc1ccccc1OCCOc1ccccc1OC(C)C	5	7	4	97	-21	101	-0.3	96	33	-7	-5
O=C(NCCCO)c1cc([N+](=O)[O-])cc2c1C=Cc1ccccc1O2	35	11	17	105	-8	100	1.3	99	21	1	1
Cc1ccc(-c2noc(CSc3nnnn3C3CCCCC3)n2)cc1	20	7	0	109	4	107	0.1	104	17	x	2
Cc1cc(C)cc(NC(=S)/N=C(\N)Nc2nc(C)c3ccccc3n2)c1	-7	10	-7	102	-15	99	-1.0	100	11	-5	0
O=c1c2c3c(sc2nc2n1CCCCC2)C(O)CCC3 (stereo not given)	2	8	3	91	-24	93	0.9	97	24	x	-2
Cc1ccc(CC(=O)Nc2ccc([N+](=O)[O-])cc2C)cc1	10	8	20	87	-1	98	1.6	97	13	x	0
C=CCN1C(=O)C2C(C(=O)NC)C3(C)C=CC2(O3)C1C(=O)NCc1ccc(OC)cc1 (stereo not given)	3	10	2	103	6	102	0.9	101	37	x	0
O=C(O/N=C(/c1ccccc1)c1ccncc1)c1ccccc1[N+](=O)[O-]	-1	9	4	99	-12	101	1.1	105	20	8	0
COc1ccc2nc(SCC(=O)N(C)C3CCCCC3)c(C#N)cc2c1	16	8	23	103	22	98	2.3	101	15	x	3
O=C(c1ccc(-n2cccc2)cc1)N1CCN(Cc2ccccc2)CC1	6	23	5	105	-25	103	0.8	108	13	-23	1
O=C(O)c1cccc(Cn2c(Cl)c(/C=N/NC(=O)c3ccccc3)sc2=O)c1	15	43	0	101	-21	100	0.0	101	13	x	-2
COc1ccccc1N1CCN(C(=O)CN(C)S(=O)(=O)c2ccc3c(c2)c(=O)n(C)c(=O)n3C)CC1	-17	10	2	103	-9	105	0.2	103	10	x	0
CCCN(CC(=O)Nc1ccc(Cl)cc1Cl)C(=O)/C=C/c1cc(OC)ccc1OC	2	22	36	106	-16	106	5.1	104	11	7	-2
O=C(CSc1ccccn1)Nc1ccc(NC(=O)CSc2ccccn2)cc1	19	10	5	99	-8	101	1.1	100	24	2	-1
COc1cccc(C(=O)NC2=NCCS2)c1	1	24	57	103	-11	103	0.2	99	29	x	-7
CCCCN1C(=O)C2(NNc3ccccc3O2)c2ccccc21 (stereo not given)	28	7	8	96	-37	99	5.0	99	8	-10	3
CCCCCCn1cc(C(=O)OCC)c(=O)c2cc(F)c(F)cc21	-11	8	x	u	2	104	x	101	x	7	x
C#CCSc1nnc(-c2ccc(C)cc2)o1	-21	23	2	98	-2	100	0.4	101	16	x	-4

2 entries drawn at random from the list so far:
SMILES	Mcl1 Noxa PPI	Avidin fluor	ABCG2 block	RGS7-Gao	Mcl1 Bid PPI	RGS4-Gao reg	ABCB1 block	RGS8-Gao reg	GSH bead fluor	Pf gamet viab	Mcl-1 Bim block
COc1cc2c(C(=O)NCc3ccc4c(c3)OCO4)cn(C)c(=O)c2cc1OC	-2	12	1	99	-18	100	0.1	100	24	x	-3
COc1ccccc1NCC(=O)N/N=C(\C)c1cccs1	14	8	12	100	-50	101	1.2	101	24	-17	0
